DNMT1 block = human DNMT1 methyltransferase inhibitors, primary screen, biochemical, molecular beacon, fluorescence, HinP1I cleavage, uHTS | DNA (cytosine-5)-methyltransferase 1 (Homo sapiens), P26358 | inhibition (reported as % activation of signal), % at 10 µM | 360,000 compounds, 0.83% hits | AID 588458, 2011; in the data active = inhibition above about 50%
Target sequence (P26358 504-1616 limits assumed): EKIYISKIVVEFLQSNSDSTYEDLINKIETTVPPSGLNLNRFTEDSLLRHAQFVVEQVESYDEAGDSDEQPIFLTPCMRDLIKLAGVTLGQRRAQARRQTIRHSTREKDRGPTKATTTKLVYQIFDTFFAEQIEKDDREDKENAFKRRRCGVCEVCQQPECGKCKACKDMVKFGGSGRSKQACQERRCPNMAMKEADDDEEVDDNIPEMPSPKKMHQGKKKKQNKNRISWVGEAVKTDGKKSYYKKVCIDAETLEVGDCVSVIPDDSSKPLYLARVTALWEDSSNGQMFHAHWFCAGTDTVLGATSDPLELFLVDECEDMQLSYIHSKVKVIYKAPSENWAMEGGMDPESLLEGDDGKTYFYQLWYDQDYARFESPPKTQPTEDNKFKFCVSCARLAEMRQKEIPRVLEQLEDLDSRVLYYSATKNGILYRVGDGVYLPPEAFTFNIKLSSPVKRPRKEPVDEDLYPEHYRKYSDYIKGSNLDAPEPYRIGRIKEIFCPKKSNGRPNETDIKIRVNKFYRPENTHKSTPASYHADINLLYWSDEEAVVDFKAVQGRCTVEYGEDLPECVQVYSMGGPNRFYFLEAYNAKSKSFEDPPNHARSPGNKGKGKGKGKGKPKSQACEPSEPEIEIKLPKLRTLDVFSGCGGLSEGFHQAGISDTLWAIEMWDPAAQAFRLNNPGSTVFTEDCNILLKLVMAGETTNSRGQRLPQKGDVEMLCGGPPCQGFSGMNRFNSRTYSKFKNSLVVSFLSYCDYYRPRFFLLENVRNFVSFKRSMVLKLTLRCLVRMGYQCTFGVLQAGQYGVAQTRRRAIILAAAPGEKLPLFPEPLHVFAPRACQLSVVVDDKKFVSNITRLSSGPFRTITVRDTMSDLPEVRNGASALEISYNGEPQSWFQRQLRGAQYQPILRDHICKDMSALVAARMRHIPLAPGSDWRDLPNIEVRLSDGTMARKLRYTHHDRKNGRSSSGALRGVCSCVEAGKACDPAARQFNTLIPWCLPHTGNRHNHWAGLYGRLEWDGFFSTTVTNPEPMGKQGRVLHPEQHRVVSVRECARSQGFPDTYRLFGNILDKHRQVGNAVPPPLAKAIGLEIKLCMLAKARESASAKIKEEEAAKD
TbMetRS inhib = T. brucei MetRS inhibitors, primary screen, biochemical, luminescence; purified T. brucei MetRS, ATP depletion, Kinase-Glo luminescence; inhibition, % at 11.9 µM; 360,000 compounds, 0.4% hits; AID 624268, 2012;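 active = inhibition above a per-plate cutoff of the control wells' mean inhibition plus 3 SD, cut at about 5.5% in these data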;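 note: 0% = DMSO wells median and 100% = median of wells with control inhibitor compound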
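Dosing: 11.9 µM single point; system: parasite MetRS enzyme; technique: luminescence of leftover ATP; times: 15 min enzyme-compound preincubation, 2 h reaction, 10 min detection, 25 °C; replicates: each compound tested once; read-out basis: percent inhibition relative to median high and low control wells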
MLLE-PAM2 inh = inhibitors of PABP1 MLLE–PAM2 peptide binding, primary screen, biochemical, fluorescence polarization, FITC-PAM2, GST-MLLE; inhibition, % at 20 µM; Polyadenylate-binding protein 1 (Homo sapiens), P11940; 360,000 compounds, 0.36% hits; in the data active = inhibition above about 35%, passing the limit was not always enough;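 note: plate controls were DMSO wells with GST-MLLE for no effect and wells lacking GST-MLLE protein for full effect; some results filed as inactive read as strong as hits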
LMPTP block = LMPTP phosphatase inhibitors, primary screen, biochemical, fluorescence intensity, uHTS. Low molecular weight phosphotyrosine protein phosphatase (Homo sapiens), P24666. recombinant LMPTP-A, OMFP fluorogenic substrate. inhibition, % at 20 µM. 360,000 compounds, 0.22% hits. AID 651560, 2012;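 active = compounds that cut the enzyme signal by at least half of the control window in the single-dose screen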;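 note: plate controls were DMSO wells with enzyme plus substrate for no effect and substrate without enzyme for full effect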
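Assay system: LMPTP-A enzyme. Input: 0.625 nM LMPTP-A final. Probe or stimulus: 400 µM OMFP. Compound dosing: single 20 µM dose. Schedule: 50 min dark incubation at room temperature. Detection: fluorescence intensity of OMFP turnover product. Read-out: percent inhibition versus substrate-only and uninhibited controls. Benchmarks: no-enzyme low control, uninhibited high control.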
NadD block = inhibitors of S. aureus NadD, primary screen, biochemical, colorimetric, uHTS | purified NadD enzyme, colorimetric absorbance read-out | 360,000 compounds, 0.78% hits | inhibition, % at 20 µM | AID 602399, 2012; in the data active = inhibition above about 26%; note: some compounds past the cut are filed as inactive
Scp1 inh = Scp-1 phosphatase inhibitors, primary screen, biochemical, colorimetric, uHTS; inhibition, % at 20 µM; 340,000 compounds, 0.88% hits; Recombinant Scp1, phosphopeptide, malachite green phosphate absorbance;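 active = inhibition above about 50% at 20 µM, limit read from the data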;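 note: plate controls were DMSO wells with enzyme for no effect and wells lacking enzyme for full effect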
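Assay system: SCP-1 catalytic fragment, aa 76-261 | Buffer or medium: Tris acetate buffer pH 5.5 with MgCl2 and Tween-20 | Compound: One concentration, 20 µM, with 1.0% DMSO | Also added: Phospho 17-mer peptide substrate | Signal: Absorbance at 630 nm | Incubation: 45 min enzyme reaction at room temperature | Measure: % inhibition of SCP-1 phosphate liberation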
SUMO1-SIM PPI = modulators of SUMO1 protein-protein interactions, primary screen, biochemical, uHTS; Small ubiquitin-related modifier 1 (Homo sapiens), P63165; SUMO1 binding to a labelled peptide, TR-FRET, 1 h; inhibition, % at 20 µM; 360,000 compounds, 0.33% hits; AID 602429, 2012; in the data active = inhibition above about 37%
CSN inh = inhibitors of CSN-mediated cullin deneddylation, primary screen, biochemical, fluorescence polarization, uHTS; 360,000 compounds, 0.38% hits; COP9 signalosome complex subunit 5 (Homo sapiens), Q92905; Purified CSN, SCF-Nedd8-OG deneddylation; inhibition, % at 12.5 µM;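 active = pattern-corrected inhibition above about 35%, with an unprinted fluorescence ratio check between 0.5 and 1.5, limit read from the data, passing the limit was not always enough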;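 note: 0% = enzyme with substrate and 100% = substrate without enzyme; some results filed as inactive read as strong as hits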
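Test system: purified human Csn5 enzyme expressed in HEK293T cells. Amount: 0.24 nM enzyme. Reagent: SCFSkp2-Nedd8OG substrate at 10 nM final. Schedule: 90 min incubation of compound, enzyme and substrate at room temperature. Detection: fluorescence polarization. Read-out: % inhibition of substrate cleavage by Csn5.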
Rpn11 inh = Rpn11 (PSMD14) deubiquitinase inhibitors, primary screen, biochemical, fluorescence polarization, uHTS | human 26S proteasome, Ub4-pepOG fluorescence polarization; 20S core pre-blocked with epoxomicin | calls only at 20 µM | 360,000 compounds, 0.59% hits | AID 588493, 2011;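 active = inhibition at 20 µM, scaled to each plate's controls, above about 33%, limit read from the data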
STEP inh = STEP phosphatase inhibitors, primary screen, biochemical, fluorescence intensity, uHTS | recombinant STEP, OMFP fluorogenic substrate | inhibition, % at 20 µM | Tyrosine-protein phosphatase non-receptor type 5 (Homo sapiens), P54829 | 360,000 compounds, 0.25% hits;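 active = inhibition at 20 µM, scaled per plate between control wells, above about 37%, limit read from the data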;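 note: 0% = DMSO with enzyme and substrate and 100% = substrate only without enzyme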
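System: STEP phosphatase, cell-free reaction; Buffer or medium: Bis-Tris pH 6.0 buffer with DTT, detergent; Incubation: 20 min at room temperature, dark; Measured by: fluorescence, 480/540 nm.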
* hit, by the source's call; i = inactive; . = not tested or not shown; + = active, no number.

SUMO1-SIM PPI	MLLE-PAM2 inh	DNMT1 block	NadD block	Scp1 inh	CSN inh	STEP inh	LMPTP block	TbMetRS inhib	Rpn11 inh	structure
7	8	-8	4	-3	4	-3	-0.1	0.2	i	O=C1CN(C(=O)COC(=O)COc2ccccc2)c2ccccc2N1
-5	7	-1	-4	-5	1	1	0.8	-0.3	i	Cc1ccc(CNC(=O)C2CCC(CNS(=O)(=O)c3cccs3)CC2)cc1 (stereo not drawn)
2	-7	1	3	.	2	1	-0.6	0.1	i	CCCS(=O)(=O)NC(=O)C1(C)CCCN(C(=O)c2oc3ccccc3c2C)C1 (stereo not drawn)
-16	6	-2	0	-12	0	6	7.1	-0.2	i	O=C(CCc1ccc(Oc2cc([N+](=O)[O-])cc([N+](=O)[O-])c2)cc1)Nc1cccc(Cl)c1
-10	-8	-1	0	-8	1	-2	-1.2	0.0	i	COc1cccc(-c2csc(NC3OC(=O)c4c3ccc(OC)c4OC)n2)c1 (stereo not drawn)
1	-17	1	-9	-5	-2	2	1.7	-0.8	i	COc1ccc(NC(=O)C(c2ccc(Cl)cc2)C(C)C)cn1 (stereo not drawn)
-36	3	7	-5	-7	2	2	-0.5	-0.5	i	COc1ccc(-n2nc([N+](=O)[O-])c(=NCCc3ccc(Cl)cc3)n2O)cc1
1	-15	4	-3	-5	3	-4	-3.0	-0.9	i	CCc1c(C)n([O-])c2c([n+]1=O)CCCCC2
-13	-75	-2	-5	-4	-1	6	-0.9	0.3	i	CCOC(=O)NC(=O)CSc1nc2ccc([N+](=O)[O-])cc2[nH]1
1	14	-3	-1	3	-3	-2	1.1	-0.1	i	COc1ccccc1N1CCN(C(=O)c2oc3ccc(F)cc3c2C)CC1
3	-5	2	-2	-5	4	-2	-1.3	-0.1	i	CCOc1cccc(C(=O)Nc2ccc(S(=O)(=O)Nc3cc(C)on3)cc2)c1
-26	-12	-7	-1	-7	-5	0	2.1	-0.4	i	COc1cccc2cc(-c3cc(=O)oc4ccc(OCC(C)=O)cc34)oc12
2	5	0	2	-6	6	1	-2.2	-0.1	i	CN1C(=O)N(C)C2C1N(CN1CCCCC1)C(=O)N2CN1CCCCC1 (stereo not drawn)
-1	-1	3	4	0	0	2	-1.3	-0.4	i	Cc1ccc(SCCC(=O)NCC2CCCO2)cc1 (stereo not drawn)
5	-2	0	1	-3	4	-1	-2.7	-1.0	i	Cc1cscn1
4	10	1	0	-9	3	-1	-0.1	0.7	i	O=C(CNC(=O)N1CC(=O)Nc2ccccc21)NCCc1ccc(Cl)cc1
4	5	-2	9	-8	12	2	0.2	-0.5	i	CCOC(=O)c1c(NC(=O)C2CCCCC2C(=O)O)sc2c1CCCCC2 (stereo not drawn)
-3	4	4	-8	0	-4	-2	-1.3	0.1	i	Nc1ccccc1C#CCCCCO
-1	7	-11	-1	-7	-4	2	0.8	-0.5	i	CC1CC(C)CN(Cc2nc(N)nc(Nc3ccccc3)n2)C1 (stereo not drawn)
-3	4	-4	-1	-1	1	3	-0.2	-0.7	i	Cc1c(C(=O)Nc2ccc(F)cc2)c2ccccn2c1CCc1ccncc1
-1	-2	0	1	-10	-3	12	-2.9	0.3	i	O=C(O)c1ccccc1-n1c2ccccc2c2ccccc21
-23	11	4	-3	8	5	7	-0.6	-0.2	i	COc1ccccc1N1C(=O)C(Cl)=C(N2CCCC2)C1=O
0	-3	-2	2	-9	4	2	-2.6	0.3	i	CCN(c1ccccc1)S(=O)(=O)c1ccc(Cl)c(NC(=O)CN(C)C2CCN(C)CC2)c1
-2	23	4	-5	-4	4	2	-0.8	3.0	i	O=C(Cc1ccccc1)NNC(=S)NC(=O)c1cccnc1
-1	9	1	-2	-3	-9	0	-2.2	-0.3	i	O=C(NCCN=C1NS(=O)(=O)c2ccccc21)c1ccncc1
2	10	7	-2	-1	0	-1	0.7	0.4	i	CCCC(=O)Nc1ccc2c(c1)nc(CCNC(=O)c1ccccc1)n2C
-1	-13	-3	-1	1	-1	0	-1.5	-0.3	i	O=c1c2sc3ccccc3c2[nH]c(=S)n1CCN1CCOCC1
0	9	-3	-9	1	-2	1	-0.5	-0.3	i	CCCn1ncc(CN2CCC(Cc3cccc(F)c3)(C(=O)OCC)CC2)c1C
1	-26	8	-1	-2	1	-5	-1.0	-0.8	i	O=C1OCCC1Sc1nc2cc(Cl)ccc2s1 (stereo not drawn)
-14	6	4	-4	1	3	-1	0.3	-1.2	i	O=[N+]([O-])c1ccc(NCCOc2ccccc2Cl)nc1
0	-18	1	-10	13	-1	-4	-0.7	-0.2	i	CCCCNCCCOc1cccc(Cl)c1Cl
4	-5	0	-2	-12	-1	-5	-1.4	0.4	i	O=C(CSc1nnc(Cn2c(=O)sc3ccccc32)n1-c1ccccc1)NCC1CCCO1 (stereo not drawn)
-4	-9	-3	-5	3	-4	-2	-0.8	-1.0	i	O=C(CNC(=O)Cn1ccc2ccccc2c1=O)NCCCN1CCN(c2cccc(Cl)c2)CC1
-28	-110	-4	-4	-14	34	-1	1.7	-0.5	+	CN1C=CC(=CC=C2C=CC(=O)C=C2)C=C1
2	.	.	.	.	-3	.	2.1	-0.4	.	CC(C)C(C(=O)NCc1ccccc1)N(C)Cc1ccc(Cl)c(Cl)c1 (stereo not drawn)
-2	5	5	0	-2	5	-3	-2.0	-0.4	i	Cc1onc(-c2ccccc2)c1C(=O)N(C)CCc1ccccn1
-1	-1	0	-3	0	6	0	-2.0	0.0	i	CC(NC(=O)CCCCCN1C(=O)c2ccccc2C1=O)c1ccc2c(c1)CCCC2 (stereo not drawn)
3	-9	1	-6	-1	7	3	1.0	-0.1	i	O=Cc1c[nH]c2cccc(OCc3ccccc3)c12
3	-3	-3	0	.	-4	-1	-2.6	-0.3	i	C[C@@H]1CCCCO[C@@H](CN(C)C(=O)Nc2ccc3c(c2)OCO3)[C@@H](C)CN([C@H](C)CO)C(=O)c2cc(N(C)C)ccc2O1
1	13	-1	-8	-4	1	0	-0.3	-0.3	i	CN(CC(O)COc1ccccc1F)C1CCCCC1 (stereo not drawn)
-16	40*	0	-1	-5	-3	2	-0.7	0.1	i	CCOC(=O)c1sc(=S)n(-c2cccc(OC)c2)c1N

Entries above that contain an aryl methoxy group:
SUMO1-SIM PPI	MLLE-PAM2 inh	DNMT1 block	NadD block	Scp1 inh	CSN inh	STEP inh	LMPTP block	TbMetRS inhib	Rpn11 inh	structure
-10	-8	-1	0	-8	1	-2	-1.2	0.0	i	COc1cccc(-c2csc(NC3OC(=O)c4c3ccc(OC)c4OC)n2)c1 (stereo not drawn)
1	-17	1	-9	-5	-2	2	1.7	-0.8	i	COc1ccc(NC(=O)C(c2ccc(Cl)cc2)C(C)C)cn1 (stereo not drawn)
-36	3	7	-5	-7	2	2	-0.5	-0.5	i	COc1ccc(-n2nc([N+](=O)[O-])c(=NCCc3ccc(Cl)cc3)n2O)cc1
1	14	-3	-1	3	-3	-2	1.1	-0.1	i	COc1ccccc1N1CCN(C(=O)c2oc3ccc(F)cc3c2C)CC1
-26	-12	-7	-1	-7	-5	0	2.1	-0.4	i	COc1cccc2cc(-c3cc(=O)oc4ccc(OCC(C)=O)cc34)oc12
-23	11	4	-3	8	5	7	-0.6	-0.2	i	COc1ccccc1N1C(=O)C(Cl)=C(N2CCCC2)C1=O
-16	40*	0	-1	-5	-3	2	-0.7	0.1	i	CCOC(=O)c1sc(=S)n(-c2cccc(OC)c2)c1N
